# PNC assembly inh = perinucleolar compartment assembly inhibition; PC3M PTB-GFP, PNC prevalence imaging, 16 h; active compounds read low; activity change (PNC), negative = inhibition, % at 10 µM; 140,000 compounds, 3.1% hits; AID 2417;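 active means readout at or below -70, meaning at least 70% loss of cells showing the perinucleolar compartment, a nuclear body marking cancer cells; inconclusive means readout between -30 and a set limit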;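 further: plate controls were DMSO wells for no effect and camptothecin positive control wells for full effect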
#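 PC3M cells stably expressing PTB-GFP, 750–1000 cells/well, treated 16 h at 37 °C with compound (23 nl of library stock), in duplicate. After paraformaldehyde fixation and Hoechst stain, imaged at 20x; PNC prevalence scored by image analysis.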
# ALOX15B inhib = 15-hLO-2 (ALOX15B) enzyme inhibition; O15296; purified 15hLO-2, xylenol orange hydroperoxide absorbance; Potency, µM (series often up to 57.1 µM), without a hit: at the top dose activity change, negative = inhibition, most hits filed as inhibitors; 110,000 compounds, 0.56% hits; AID 881; further: potency means the concentration at half of the fitted maximal effect; nearly all actives have a fitted effect of over 60% in size; many of its hits are not listed in these tables
# Target sequence (O15296 whole entry, looked up): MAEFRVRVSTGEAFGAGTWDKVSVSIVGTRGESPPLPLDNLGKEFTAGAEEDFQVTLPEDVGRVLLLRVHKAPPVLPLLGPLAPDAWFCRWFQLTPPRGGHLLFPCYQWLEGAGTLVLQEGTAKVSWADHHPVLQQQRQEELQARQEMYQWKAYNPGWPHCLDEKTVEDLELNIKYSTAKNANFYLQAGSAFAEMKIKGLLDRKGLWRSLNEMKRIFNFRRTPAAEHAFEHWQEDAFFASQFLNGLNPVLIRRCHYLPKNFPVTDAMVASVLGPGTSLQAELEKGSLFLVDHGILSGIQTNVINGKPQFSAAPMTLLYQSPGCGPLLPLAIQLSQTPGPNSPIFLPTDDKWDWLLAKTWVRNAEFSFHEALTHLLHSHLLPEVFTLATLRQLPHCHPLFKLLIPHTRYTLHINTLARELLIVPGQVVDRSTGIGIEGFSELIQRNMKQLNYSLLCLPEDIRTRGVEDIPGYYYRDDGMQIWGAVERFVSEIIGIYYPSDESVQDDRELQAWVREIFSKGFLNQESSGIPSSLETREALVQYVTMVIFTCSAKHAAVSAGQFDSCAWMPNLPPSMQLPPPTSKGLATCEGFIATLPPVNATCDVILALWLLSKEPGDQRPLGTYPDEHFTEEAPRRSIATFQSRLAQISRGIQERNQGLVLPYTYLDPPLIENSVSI
#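 Enzyme 50 nM, AA 45 uM, 25 mM Hepes pH 7.5 + 0.01% Triton X-100; cpd preinc 15 min RT, rxn 90 min RT; stop/detect with 200 uM XO + 300 uM Fe(II) in 50 mM H2SO4, 30 min; A573/A405.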
# 12-hLO inh = blocks human 12-lipoxygenase activity; purified 12-hLO, xylenol orange hydroperoxide absorbance; Potency, µM (series often up to 57.1 µM), for inactives: at the top dose activity change, negative = inhibition, most hits filed as inhibitors; 150,000 compounds, 0.12% hits; AID 1452; further: potency means the concentration at half of the fitted maximal effect; nearly all actives have a fitted effect of over 55% in size; many of its hits are not listed in these tables
#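 Purified human 12hLO (150 nM final) was preincubated with compounds for 15 min at room temperature in 25 mM Hepes pH 7.0, 0.01% Triton X-100, then reacted with 40 uM arachidonic acid for 30 min. Hydroperoxide was detected with ferrous iron/xylenol orange.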
# IMPase inh = membrane-permeable compound that blocks inositol monophosphatase; P97697; CHO-M1 cells, IP1 accumulation, HTRF TR-FRET ratio; inhibition (IP1 accumulation), % at 46.1 µM; 120,000 tested, under 10 active; active means well fitted curve in the direction sought with a large enough effect in the signal ratio, not every such curve was filed as active; inconclusive means small, poorly fitted or top-dose-only effect, or a change in a side signal; inactive means no such curve, though single readings can be large or run the other way; the % refers to the signal ratio;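 further: cells stimulated with carbachol in lithium chloride buffer; plate controls were DMSO basal wells for no effect and reference inhibitor wells for full effect; higher means more IMPase inhibition seen as more IP1 and lower FRET ratio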
# Target sequence (P97697 whole entry, looked up): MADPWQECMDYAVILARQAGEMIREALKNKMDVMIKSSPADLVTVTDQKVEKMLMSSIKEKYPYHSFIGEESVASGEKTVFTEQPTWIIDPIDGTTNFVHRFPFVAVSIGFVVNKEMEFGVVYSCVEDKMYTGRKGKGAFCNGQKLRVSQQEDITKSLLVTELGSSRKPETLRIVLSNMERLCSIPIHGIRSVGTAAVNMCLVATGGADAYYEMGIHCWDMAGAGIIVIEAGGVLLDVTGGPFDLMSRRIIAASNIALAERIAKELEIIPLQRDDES
#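 Elevated IP1 in lysates lowers TR-FRET signal (665/620 ratio and 620 channel reported). Cells were CHO-M1, given carbachol (50 uM as added) plus 50mM LiCl, pH 7.4, 30 min, 37C; compounds titrated up to 46 uM; AC50 by Hill equation.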
# The depositor's hits bear a star; ? = inconclusive; . = no result given; [ ] = dose if it differs, or a comment. Unless noted, the call rests on the fitted dose curve; in most records, active means well fitted curve in the direction sought with a large enough effect; inconclusive means small, poorly fitted or top-dose-only effect, or another doubt; inactive means no such curve, though single readings can be large; an effect the other way counts as inactive or inconclusive. Unless noted, on the % scale 0 is the no-effect control and ±100 the full control effect. The list is partial; rates above refer to the full screens.
SMILES,PNC assembly inh,ALOX15B inhib,12-hLO inh,IMPase inh
COc1ccc(NC(=O)c2cc3ccccn3n2)cc1,?,5.4%,-3.6%,8.4
O=C(CSC1CC(=O)N(CCc2ccccc2)C1=O)Nc1cccc(Cl)c1 (stereo not given),-2.1,.,-14.0%,-0.9
CCOC(=O)C(C(=O)NCc1ccc(F)cc1)c1ncc(C(F)(F)F)cc1Cl (stereo not given),20.1,-6.7%,-4.1%,-5.3
CN(C)CCCn1c2c3ccccc3ccc2c2oc(=O)c3ccccc3c21,.,-6.6%[11.4 µM],0.0%[11.4 µM],.
CCN(CC)S(=O)(=O)c1cc([N+](=O)[O-])ccc1NNC(=O)Nc1ccc(F)cc1,7.9,-10.0%,-24.8%,6.1
CCCS(=O)(=O)N1CCCC(C(=O)N2CCC(Cc3ccccc3)CC2)C1 (stereo not given),?,-2.2%,-5.1%,12.8
COC(=O)c1ccc(C)cc1,.,-14.0%,-1.6%,.
CC1(C)[C@@H]2CC[C@@]1(CS(=O)(=O)Nc1ccccc1)C(=O)C2,.,-5.3%[11.4 µM],-1.0%[11.4 µM],.
Nc1nonc1-c1nc2ccccc2[nH]1,?,5.3%,5.7%,-10.9
Cc1cc(C)n(CC(=O)n2c3c(c4ccccc42)CCCC3)n1,40.5,3.1%,4.2%,8.1
O=S(=O)(c1ccccc1)n1ccc2cccnc21,-9.5,-0.5%,5.1%,1.0
N=C(c1ccc2ccccc2c1)c1ccccc1Cc1ccccc1,.,-3.0%[11.4 µM],1.8%[11.4 µM],.
CCCn1c(-c2ccc(F)cc2)nc2c(NCCN3CCSCC3)nc(C)nc21,.,10.0%,-4.9%,.
Cc1ccc(C(=O)c2coc3ccc(O)c(CN4CCN(C)CC4)c23)cc1,13.1,14.1%,1.0%,3.4
O=C(OC1CCCCC1=O)c1cccc(S(=O)(=O)NCc2ccccc2)c1 (stereo not given),0.8,-5.3%,-4.2%,5.2
O=C1CC(c2ccccc2)CC(O)=C1C=NC1CCCCCC1 (stereo not given),43.0,16.8%,1.9%,8.4
COCCCNC(=O)Cc1ccccc1OC,-23.1,-6.2%,3.2%,-3.1
COCCn1c(=O)c(-c2cc(F)cc(F)c2)nc2cnc(Nc3cccc(OC)c3)nc21,.,-6.1%,-5.6%,.
O=C(CC1S/C(=N/N=C/c2c[nH]c3ccc(OCc4ccccc4)cc23)NC1=O)Nc1ccccc1 (stereo not given),-12.8,.,-1.4%,.
COc1ccc(C(c2sc3ncnn3c2O)N2CC(C)OC(C)C2)cc1OC (stereo not given),13.4,.,0.3%,-8.0
O=C(COc1cccc(NC(=O)c2cccs2)c1)c1ccc(F)cc1,31.5,.,-0.3%,.
CCS/C(N)=N/N=C/c1cc(C)ccc1O,0.3,1.2%,-24.3%,-3.7
CCOC(=O)C1=C(C)NC(=O)NC1c1ccc(-c2ccccc2F)o1 (stereo not given),?,.,-0.9%,.
Cn1c(=O)c2c(nc(Br)n2CCc2ccccc2)n(C)c1=O,-19.8,0.8%,-2.7%,-9.0
COc1ccc(C2CC(c3ccc4ccccc4c3OC(C)=O)=NN2C(=O)/C=C/c2ccccc2)cc1 (stereo not given),-6.9,.,0.4%,.
Cc1ccc(S(=O)(=O)NC(CC(=O)O)c2ccco2)cc1 (stereo not given),5.6,-5.8%,-2.7%,-0.9
N#Cc1nc(-c2ccco2)oc1NCCN1CCOCC1,-14.4,-12.4%,-0.7%,17.0
COc1ccc(S(=O)(=O)CCC(=O)N2CC(=O)N(CCc3ccccc3)C(=O)C2)cc1,0.3,?,-0.4%,-3.4
COc1ccc2c(Cl)c(-c3nnc(SCC(N)=O)n3C)sc2c1,-18.1,2.3%,-6.9%,4.6
Cc1ccc(S(=O)(=O)NC2(C(F)(F)F)C(=O)Nc3c2c(=O)[nH]c(=O)n3-c2ccccc2)cc1 (stereo not given),-15.3,.,-2.8%,.
CC(C)(C)CC(=O)NCc1ccc(F)cc1,-17.0,0.0%,1.8%,6.5
O=S(=O)(Nc1nc2c(s1)CCCC2)c1ccc2ccccc2c1,-24.4,-26.6%,-15.9%,2.3
CS(=O)(=O)N1CCC2(CCCN(c3ccncc3)C2)CC1,.,1.3%,5.4%,.
CCOC(=O)c1cncc(C(=O)O)c1,27.9,3.2%,0.3%,3.1
CCC(=O)N1CCN(C(C)=O)C1c1ccccc1 (stereo not given),?,6.2%,2.8%,0.0
O=C(CSc1oc(-c2ccco2)nc1S(=O)(=O)c1ccc(Cl)cc1)NCC1CCCO1 (stereo not given),?,-2.5%,-19.3%,-4.5
COCCOC(=O)C1=C(N)OC2=C(C(=O)CC(C)(C)C2)C1c1cccnc1 (stereo not given),?,5.3%,2.5%,-4.2
CCOC(=O)c1c(C)n(C)c2ccc(OCC(O)CN3CCN(C)CC3)cc12 (stereo not given),28.5,14.3%,-0.4%,3.1
CCOc1ncccc1C(=O)NCc1ccc(OC)cc1,27.7,2.9%,1.2%,?
O=c1c2ccccc2nc2c3ccccc3c(NCc3ccco3)nn12,-14.9,-4.9%,-0.9%,2.8
CCC(C)N(C(=O)c1csnn1)C(C(=O)NCc1ccc(F)cc1)c1ccco1 (stereo not given),-20.0,-4.8%,-5.1%,-7.6
COc1ccccc1NC(=S)NCc1ccco1,-10.2,-2.5%,0.7%,-4.8
CCOC(=O)c1ccccc1NC(=O)c1n[nH]c(=O)c2ccccc12,?,.,-0.7%,.
Cn1ncc([N+](=O)[O-])c1C(=O)Nc1ccc2c(c1)OCCO2,53.2,-0.4%,1.2%,5.1
CCOC(=O)C1=C(CC)OC(N)=C(C#N)C1c1cccs1 (stereo not given),-6.6,-8.8%,-28.3%,-1.8
[N-]=[N+]=CC(=O)CNC(=O)[C@@H](Cc1ccccc1)N1C(=O)c2ccccc2C1=O,?,-0.7%,-3.2%,3.6
CC1=NC(C)Cc2ccccc21 (stereo not given),?,-9.6%,-3.6%,0.3
COc1ccccc1CN1CCCC2(CCN(C(C)=O)CC2)C1,.,4.2%,-0.6%,.
Cc1ccc(N(C(=O)Cn2nnc(-c3ccc(C)o3)n2)C(C(=O)NC2CCCC2)c2ccco2)cc1 (stereo not given),-17.0,-3.1%,0.6%,-6.9
COC(=O)[C@H]1C[C@@H]1[C@H](NC(=O)c1cccnc1)c1ccccc1,.,7.8%,-3.8%,.

# Going on with the list.
SMILES,PNC assembly inh,ALOX15B inhib,12-hLO inh,IMPase inh
O=C(NO)C1CC2C=CC1C2 (stereo not given),30.7,-28.7%,-13.2%,-2.9
CC(=O)c1ccc(NS(=O)(=O)c2ccc(CC(C)C)cc2)cc1,?,-2.5%,-18.2%,2.1
N#CC(c1ccc(Cl)cc1)c1nc2ccccc2nc1C(F)(F)F (stereo not given),?,-17.2%,-26.4%,6.2
COC(=O)c1cccc(-n2cnnn2)c1,5.7,.,-0.4%,9.6
COC(=O)n1c(=O)oc2cc(S(=O)(=O)N3CCCCC3)ccc21,20.3,-9.2%,-4.3%,6.0
O=c1c2cc(Cl)ccc2[nH]c(=S)n1Cc1cccs1,-29.4,.,4.2%,.
CCC(=O)N1CCN(c2ccc(NC(=O)c3ccco3)cc2)CC1,?,-1.3%,-4.7%,-1.9
CCN1CCN(c2nc(-c3ccccn3)nc3ccccc23)CC1,65.6,55.6%[activator],5.8%,9.6
COC(=O)Nc1ccc(OCc2ccccc2)cc1,35.3,0.6%,-0.1%,-14.8
Cc1cc(Cl)c(S(=O)(=O)NCC2CCCO2)cc1OCC(N)=O (stereo not given),10.0,-2.0%,4.3%,1.3
Cc1cc(N2CCN(c3ccccn3)CC2)n2c(nc3ccccc32)c1C#N,?,-1.3%,-0.8%,-10.1
Cc1cc(=O)[nH]c(N/N=C/c2ccccn2)n1,11.6,.,0.2%,.
CC(C)C(=O)c1cn(CC(=O)NCc2ccco2)c2ccccc12,-100.0*,.,1.6%,-0.1
O=C(CNC(=S)N(Cc1ccccc1)Cc1cccnc1)NCCc1ccccc1,-6.5,.,5.6%,10.4
CSc1ccccc1NC(=O)COc1ccc(S(=O)(=O)N2CCCC2)cc1,-1.2,15.2%[2.29 µM],-4.1%,3.8
CCSc1nnc2c(n1)OC=Nc1ccc(Br)cc1-2,-3.7,-16.3%,-5.4%,-13.9
COc1cc2c(C(=O)c3ccccc3)c3c4c(cc(OC)c(OC)c4c2cc1OC)CCN3C,.,-10.0%,0.5%,4.8
CC(/C=N/NC(=O)c1cc(-c2ccc(C)s2)[nH]n1)=C\c1ccccc1,25.0,.,2.4%,8.2
CCCn1c(SCC(=O)Nc2ccc(OCC)cc2)nnc1C(C)C,188.5,.,0.5%,2.8
Cc1ccc(C(=O)N(CC(=O)NC2CCCC2)Cc2cccs2)s1,-18.3,-0.7%,-5.0%,1.4

# Part of the list above in order of molecular weight, low to high:
SMILES,PNC assembly inh,ALOX15B inhib,12-hLO inh,IMPase inh
Cc1cc(=O)[nH]c(N/N=C/c2ccccn2)n1,11.6,.,0.2%,.
COc1ccccc1NC(=S)NCc1ccco1,-10.2,-2.5%,0.7%,-4.8
O=C1CC(c2ccccc2)CC(O)=C1C=NC1CCCCCC1 (stereo not given),43.0,16.8%,1.9%,8.4
CCN1CCN(c2nc(-c3ccccn3)nc3ccccc23)CC1,65.6,55.6%[activator],5.8%,9.6
O=C(OC1CCCCC1=O)c1cccc(S(=O)(=O)NCc2ccccc2)c1 (stereo not given),0.8,-5.3%,-4.2%,5.2
COc1ccc(S(=O)(=O)CCC(=O)N2CC(=O)N(CCc3ccccc3)C(=O)C2)cc1,0.3,?,-0.4%,-3.4

# (next part)
SMILES,PNC assembly inh,ALOX15B inhib,12-hLO inh,IMPase inh
Cc1ccccc1CN1CCN(S(C)(=O)=O)CC1,-16.0,.,3.7%,-10.8
CCc1ccccc1NC(=O)c1cc(-c2cccc(O)c2)on1,5.5,-14.9%,4.9%,9.7
Cc1cc(C)c2c(c1)[C@@H]1C=CC[C@@H]1[C@H](c1ccc(S(=O)(=O)N3CCOCC3)cc1)N2,-80.9*,.,-0.1%,.
CCN1C(=O)/C(=C/c2ccc(C)o2)N(C)C1=S,?,.,-23.1%,-7.4
Cc1ccc(S(=O)(=O)Oc2ccc(C(c3c(C)[nH][nH]c3=O)c3c(C)[nH][nH]c3=O)cc2)cc1,16.8,37.7%[activator],-6.8%,-2.6
COc1ccc2nc3ccccc3nc2c1NC(=O)c1ccc(Cl)cc1Cl,8.0,.,1.6%,.
CCc1cccc2c(-c3ccccc3)c3c(nc12)OCC3,.,6.2%,-4.4%,.
Cc1cc(N2CCCCC2)c(F)cc1[N+](=O)[O-],-19.0,-3.5%,-2.6%,14.1
COC(=O)C(C)Sc1n[nH]c(=S)s1 (stereo not given),-16.8,?,-7.2%,-1.6
COc1ccc(C(=O)Oc2cccnc2)cc1,-20.7,-7.2%,3.7%,3.3
Cc1nc(NC(C)C)c2oc3ccccc3c2n1,-20.9,-5.6%,1.6%,-3.9
Cc1nc2cc(NC(=O)N3CCN(c4ccccn4)CC3)ccc2o1,?,-5.9%,-0.2%,4.8
COc1ccc(C(C(=O)NC2CCCC2)N(Cc2ccc(F)cc2)C(=O)c2ccn[nH]2)cc1OC (stereo not given),-19.0,-6.9%,5.0%,6.3
CCN(CC)C(=O)C1CCCN(C/C(C)=C/c2ccccc2)C1 (stereo not given),?,-3.8%,-8.6%,6.2
Cc1nnc(SCC(=O)Nc2cc(C(F)(F)F)ccc2N2CCOCC2)o1,20.9,-1.4%[2.29 µM],-4.9%,8.6
CCN(c1ccc(NC(=O)COC(=O)CCc2nc3ccccc3n2-c2ccccc2)cc1)C(C)C,-9.2,.,0.5%,5.1
Cc1ccc(C2C(C#N)=C(N)SC(N)=C2C#N)c(C)c1,-15.2,12.6µM*,?,0.4

# Screens: PubChem, National Center for Advancing Translational Sciences (NCATS)
